Compound activity as filed in PubChem BioAssay.
BioA inh = M. tuberculosis BioA enzyme inhibitors, primary screen, biochemical, plate reader, single point, HTS | 7,8-diaminopelargonic acid synthase BioA (Mycobacterium tuberculosis) | purified M. tuberculosis BioA enzyme | inhibition, % at 9.99 µM | 0.096% of 360,000 active | AID 602481, 2012; in the data active = inhibition above about 40%
PfHsp40 rescue = rescue of yeast from PfHsp40 toxicity, primary screen, S. cerevisiae, ATP luminescence. 0.68% of 340,000 active. S. cerevisiae expressing PfHsp40, growth rescue. growth rescue, % at 12.5 µM; in the data active = growth rescue above about 28%, passing the limit was not always enough;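 also: yeast W303a lacking pdr1 and pdr3 grown in galactose medium; growth measured after three days at 30 °C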
TcdB inh = TcdB glycohydrolase inhibitors, primary screen, biochemical, single point, plate reader; Toxin B (Clostridioides difficile), P18177; TcdB glycohydrolase enzymatic assay; inhibition, % at 9.99 µM; 0.24% of 350,000 active; in the data active = inhibition above about 10%
Target sequence (P18177 whole entry, looked up): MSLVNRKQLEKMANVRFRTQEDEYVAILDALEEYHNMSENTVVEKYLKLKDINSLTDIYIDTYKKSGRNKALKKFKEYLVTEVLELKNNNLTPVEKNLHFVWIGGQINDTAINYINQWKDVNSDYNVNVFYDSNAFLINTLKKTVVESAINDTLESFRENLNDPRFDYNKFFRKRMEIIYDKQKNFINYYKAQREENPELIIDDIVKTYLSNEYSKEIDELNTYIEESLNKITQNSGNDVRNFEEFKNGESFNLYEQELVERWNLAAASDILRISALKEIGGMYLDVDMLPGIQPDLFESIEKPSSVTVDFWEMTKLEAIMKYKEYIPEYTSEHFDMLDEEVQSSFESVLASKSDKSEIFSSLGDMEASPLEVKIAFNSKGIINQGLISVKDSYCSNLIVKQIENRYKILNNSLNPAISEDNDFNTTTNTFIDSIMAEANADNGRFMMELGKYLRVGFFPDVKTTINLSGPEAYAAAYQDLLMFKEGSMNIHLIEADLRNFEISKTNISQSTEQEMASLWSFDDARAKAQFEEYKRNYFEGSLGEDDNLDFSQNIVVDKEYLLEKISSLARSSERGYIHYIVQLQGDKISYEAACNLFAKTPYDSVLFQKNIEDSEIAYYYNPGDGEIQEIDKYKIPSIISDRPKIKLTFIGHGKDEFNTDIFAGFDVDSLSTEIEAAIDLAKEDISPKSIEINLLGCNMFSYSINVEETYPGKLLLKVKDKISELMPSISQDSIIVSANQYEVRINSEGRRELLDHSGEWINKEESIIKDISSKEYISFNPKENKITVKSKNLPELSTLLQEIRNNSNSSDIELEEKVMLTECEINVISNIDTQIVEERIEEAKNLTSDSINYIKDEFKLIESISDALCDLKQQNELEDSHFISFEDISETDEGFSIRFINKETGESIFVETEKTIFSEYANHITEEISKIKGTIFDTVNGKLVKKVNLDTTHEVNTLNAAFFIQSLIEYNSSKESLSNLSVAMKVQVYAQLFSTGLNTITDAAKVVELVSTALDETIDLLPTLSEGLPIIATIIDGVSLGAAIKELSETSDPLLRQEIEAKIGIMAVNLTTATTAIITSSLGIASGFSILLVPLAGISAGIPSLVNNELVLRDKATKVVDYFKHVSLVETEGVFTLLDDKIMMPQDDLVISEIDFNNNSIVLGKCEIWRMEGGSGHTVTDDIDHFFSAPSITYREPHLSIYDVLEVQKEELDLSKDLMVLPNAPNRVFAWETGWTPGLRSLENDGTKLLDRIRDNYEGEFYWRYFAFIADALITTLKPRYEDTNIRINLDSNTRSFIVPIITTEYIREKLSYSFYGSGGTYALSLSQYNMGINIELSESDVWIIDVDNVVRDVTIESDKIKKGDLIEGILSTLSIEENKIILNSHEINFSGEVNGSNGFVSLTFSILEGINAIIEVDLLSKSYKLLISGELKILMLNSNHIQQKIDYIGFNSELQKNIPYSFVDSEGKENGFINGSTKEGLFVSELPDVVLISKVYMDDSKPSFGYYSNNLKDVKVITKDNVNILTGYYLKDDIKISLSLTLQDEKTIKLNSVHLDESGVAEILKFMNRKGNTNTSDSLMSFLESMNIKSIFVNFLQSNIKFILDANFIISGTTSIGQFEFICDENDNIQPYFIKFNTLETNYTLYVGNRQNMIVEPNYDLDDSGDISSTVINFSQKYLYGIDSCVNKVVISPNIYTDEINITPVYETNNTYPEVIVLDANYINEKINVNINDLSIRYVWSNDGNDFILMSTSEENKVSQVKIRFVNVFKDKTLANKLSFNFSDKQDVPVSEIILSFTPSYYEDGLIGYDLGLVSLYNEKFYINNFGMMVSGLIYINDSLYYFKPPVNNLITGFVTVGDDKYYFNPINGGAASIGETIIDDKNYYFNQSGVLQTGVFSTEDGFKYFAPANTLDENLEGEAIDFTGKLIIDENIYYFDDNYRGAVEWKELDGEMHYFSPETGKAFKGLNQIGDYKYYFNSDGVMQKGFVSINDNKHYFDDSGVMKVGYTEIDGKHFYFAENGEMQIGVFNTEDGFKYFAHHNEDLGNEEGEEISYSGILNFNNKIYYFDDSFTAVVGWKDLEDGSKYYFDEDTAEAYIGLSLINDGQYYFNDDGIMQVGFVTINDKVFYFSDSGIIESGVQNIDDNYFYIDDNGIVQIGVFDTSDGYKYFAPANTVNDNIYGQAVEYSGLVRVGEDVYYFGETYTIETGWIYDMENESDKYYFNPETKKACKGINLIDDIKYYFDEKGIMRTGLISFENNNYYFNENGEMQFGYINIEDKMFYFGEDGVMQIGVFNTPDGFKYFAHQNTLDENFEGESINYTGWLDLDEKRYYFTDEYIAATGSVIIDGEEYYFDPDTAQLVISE
Yp Topo-I inh = Yersinia pestis topoisomerase I inhibitors, primary screen, biochemical, cleavage product accumulation, plate reader, single point; DNA topoisomerase I (Yersinia pestis CO92); Y. pestis Topo-I cleavage product accumulation; activity, % at 10 µM; 0.064% of 360,000 active; AID 504884, 2011; in the data active = activity above about 50%, passing the limit was not always enough; also: inactives centre near 2
Vc quorum ag = inducers of Vibrio cholerae quorum light production without autoinducers, primary screen, BH1578 luxS cqsA deficient, single point. V. cholerae BH1578 lux reporter, luminescence, 6 h. activation, % at 18.7 µM. 0.16% of 350,000 active; in the data active = activation mostly above about 9.7%, no sharp cut-off; also: not every result past the cut was called active; inactives centre near 0; reference of the scale not given here
FBA Mtb inh = Mtb FBA enzyme inhibitors, primary screen, biochemical, fluorescence, strain H37Rv; Fructose-bisphosphate aldolase (Mycobacterium tuberculosis (strain ATCC 25618 / H37Rv)), …; AID 588726, 2011; inhibition, % at 1 µM; purified M. tuberculosis FBA, fluorescence read-out; 2.3% of 360,000 active; in the data active = inhibition above about 27%;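 also: 0% = vehicle and 100% = reference inhibitor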
UGM FP inh = M. tuberculosis UGM enzyme inhibitors, primary screen, biochemical, fluorescence polarization, single point | AID 504406, 2011 | purified UGM, fluorescence polarization probe displacement | 0.06% of 320,000 active | inhibition, % at 10 µM | UDP-galactopyranose mutase (Mycobacterium tuberculosis (strain ATCC 25618 / H37Rv)), …; in the data active = inhibition above about 10%, passing the limit was not always enough
FadD28 FP inh = inhibitors of FadD28 bisubstrate probe binding, primary screen, biochemical, fluorescence polarization, single point | Mycobacterium tuberculosis FadD28 fatty-acid-AMP ligase | inhibition, % at 12.5 µM | 0.22% of 360,000 active | AID 588549, 2011; in the data active = inhibition above about 8.5%, passing the limit was not always enough
GDH-TPI counter = GDH-TPI coupling enzyme inhibitors, primary screen, artefact control for M. tuberculosis FBA inhibitor project, biochemical, absorbance, full deck; GDH-TPI coupled enzyme counterscreen, NADH absorbance; inhibition, % at 4.8 µM; 1.2% of 360,000 active; in the data active = inhibition above about 30%;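 also: 0% = DMSO wells and 100% = wells lacking the enzyme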
The depositor's hits bear a star; i = inactive; / = not tested or not shown.

SMILES	BioA inh	PfHsp40 rescue	TcdB inh	Yp Topo-I inh	Vc quorum ag	FBA Mtb inh	UGM FP inh	FadD28 FP inh	GDH-TPI counter
CCOC(=O)c1c(C)[nH]c(C(=O)COC(=O)/C=C/c2ccc(OCC#N)c(OC)c2)c1C	-1.3	-1.0	-0.1	7.5	-0.2	-3.5	1.6	-2.8	-5.1
Cc1cc(SCC(=O)c2ccc(Cl)cc2)nc(=O)[nH]1	2.1	0.6	3.6	3.4	i	-1.1	1.8	-2.5	7.0
CC(C)C(=O)Nc1ncc(Cc2ccccc2Cl)s1	/	-0.5	0.1	-9.5	i	0.1	0.7	-1.9	-0.6
Cc1nc2c(cc1C(=O)N/N=C/c1ccc([N+](=O)[O-])cc1)c(=O)n(C)c(=O)n2C	/	-0.7	/	-2.6	3.4	-1.5	0.3	1.9	3.0
CN(C)CCCNC(NC(=O)c1cccs1)C(Cl)(Cl)Cl (stereo not drawn)	1.2	-0.7	/	0.8	-0.2	3.2	-0.8	-2.8	6.3
O=C1C=C(Nc2ccc(F)cc2)c2ccccc2C1=O	0.6	-1.7	1.8	1.8	-0.3	1.5	0.8	-0.9	7.5
CCOC(=O)c1ccc(COC(=O)CCc2nc3ccccc3[nH]c2=O)o1	-4.4	0.5	/	4.9	-0.3	9.3	-0.6	0.8	6.4
Cc1nnc(C)n1N	0.4	0.4	-0.5	16.6	-0.2	-2.5	0.5	-0.8	6.9
C[C@@H](NC(=O)c1coc(=O)c(Br)c1)c1ccccc1	0.0	0.1	/	-0.4	/	81.0*	-0.4	1.3	32.5*
Cc1n[nH]c(=S)c2nn(-c3ccccc3F)c(C)c12	-2.3	0.2	/	1.1	i	1.6	/	-2.3	23.1
C/C=N/NC(=O)CCCC(=O)N/N=C/C	/	-0.7	/	7.2	i	2.0	0.1	-2.0	-5.2
O=C(c1c(F)cccc1F)N1CCC(O)(c2cccnc2)CC1	-0.6	-1.3	/	5.2	-8.0	5.6	0.5	-2.6	-1.9
COc1ccc2c(=O)cc(CO)oc2c1	-0.2	0.2	-0.3	3.4	i	1.5	-1.7	-0.8	6.4
O=c1[nH]c(=O)n2c(c1-c1ccccc1)OC(CBr)C2 (stereo not drawn)	-1.3	/	1.3	6.2	-5.9	-1.8	/	-0.6	0.0
CCN(Cc1ccccc1)C(=O)/C=C/c1ccccc1[N+](=O)[O-]	/	1.0	-0.4	-7.2	-0.2	-5.0	/	0.5	0.4
CSc1ccc(CN2CCC(CO)(Cc3ccc(Cl)cc3)CC2)cc1	/	3.0	1.5	13.9	i	2.2	-1.4	-6.4	2.6
COC(=O)c1ccc(NC(=O)C(=O)N2CCN(C(=S)NCCc3ccccc3)CC2)cc1	/	10.0	/	0.9	-0.3	2.5	1.9	-1.4	10.3
O=C(OCc1cc2ccccc2[nH]c1=O)C1CCCCC1	-3.9	1.3	/	-3.2	-1.3	1.7	-0.9	0.5	2.6
CCOC(=O)c1ccccc1NC(=O)CC1SC(=NC)N(C)C1=O (stereo not drawn)	5.6	1.0	/	-1.1	2.8	4.6	-0.1	0.6	7.6
COc1cc(OC)c(NC(=O)c2sc3ncn(CC(=O)N4CCN(c5ccccn5)CC4)c(=O)c3c2C)cc1Cl	-0.8	0.9	0.8	18.9	-11.1	0.2	2.2	-4.3	10.6
NNC(=O)/C(=C\c1ccc(Br)cc1)NC(=O)c1cccs1	/	0.5	-0.2	3.4	-1.1	-1.8	1.9	0.9	-1.6
COc1ccc(C2=NNC(c3ccco3)=Nc3ccc(F)cc32)cc1	/	-1.2	1.0	7.9	-0.5	-1.9	1.7	-0.8	5.5
CC(=O)c1cc(C(C)=O)c(C)[n+](C)c1C	/	1.8	0.2	-0.8	-0.5	0.6	0.9	-2.8	-4.0
Cc1cc(C)nc(NS(=O)(=O)c2ccc(N3C(=O)C4CC=C(Cl)CC4C3=O)cc2)n1 (stereo not drawn)	-1.1	0.4	/	10.8	i	1.6	-1.2	-2.7	-12.7
CCOC(=O)N1CCC(NC(=O)c2ccc(CNS(=O)(=O)c3ccc(F)cc3)cc2)CC1	/	-1.4	0.9	3.6	i	-0.1	/	-0.8	2.1
Cc1ccccc1-c1nnc(SCC(=O)N(C)C2CCS(=O)(=O)C2)n1C (stereo not drawn)	0.1	-0.6	0.8	2.0	-0.2	2.2	3.0	-2.4	4.6
COc1ccccc1N1CCN(C(=O)c2cc3cc(Br)ccc3oc2=O)CC1	-2.2	0.5	2.7	11.9	-0.3	0.2	-0.4	-0.5	6.6
O=C(NCc1cccc(C(F)(F)F)c1)c1csc(COCCO)n1	-2.2	/	0.7	-6.1	i	0.0	/	-1.2	4.9
O=S(=O)(Nc1cccc(-n2cnnn2)c1)c1cc(Br)ccc1Br	-1.6	-0.6	-0.9	3.2	0.6	2.9	-0.7	-0.6	8.1
COc1ccc(OC)c(NC(=O)CSc2nncc3ccccc23)c1	0.5	0.8	0.4	13.7	i	2.5	1.2	-0.9	9.9
O=C(Nc1cccc2ccccc12)c1ccc(Br)o1	4.2	0.7	/	-1.7	i	0.0	/	0.3	5.3
Cc1cc(=O)oc2cc(OC(C)C(=O)NCc3ccccn3)ccc12 (stereo not drawn)	-1.7	1.1	-0.5	-6.9	2.7	20.8	3.2	-0.7	7.6
N#Cc1ncccc1CCc1cccc(Cl)c1	-0.9	1.1	0.2	0.3	-0.5	3.4	-1.7	-4.2	4.8
Cc1ccc(/C=C2\OC(=O)c3ccccc32)cc1	-3.0	-1.2	/	7.0	0.2	45.2*	-12.4	-0.5	22.9
COC(=O)[C@@]1(C)[C@H]2C(=O)N(Cc3ccccc3)C(=O)[C@H]2[C@H]2CN=C(SC)N21	3.6	1.3	-0.3	-1.9	i	-0.3	/	-3.5	-2.7
COc1ccc(CC(=O)Nc2oc(-c3ccccc3)c(-c3ccccc3)c2C#N)cc1OC	-1.1	-0.3	/	17.3	/	2.0	3.6	-1.9	-1.9
Cn1c(=O)oc2ccccc2c1=O	-1.5	0.7	0.8	7.1	-5.6	0.9	/	-0.3	4.3
CC(=O)c1cc(-c2ccccc2)n(CC(=O)N2CCCC2)c1C	/	-1.9	0.6	-1.2	-0.2	-7.3	-2.6	-2.0	6.5
CCOC(=O)/C(C#N)=C/c1c[nH]c2ccccc12	/	7.8	/	-2.0	i	0.9	5.3	-1.5	20.2
CCNC(=O)c1cnn(-c2ccccc2)c1-c1ccccc1	/	-3.1	-1.1	11.4	i	-2.0	-1.1	-2.2	-0.3
O=C(NCCN1CCCCC1)Nc1cccc(Cl)c1Cl	-2.0	-1.0	0.9	-0.3	-0.8	-1.6	2.3	-2.1	9.8
N[C@@H](Cc1ccccc1)c1nnc(SC/C=C/c2ccccc2)o1	/	-0.3	0.9	39.7	-0.8	-1.3	1.9	-0.8	4.8
O=C(COC(=O)CCC(=O)c1cccs1)NCCc1ccccc1	3.6	-0.5	0.2	3.4	-0.9	-3.4	0.5	-3.5	7.0
CCOC(=O)N1CCN(c2cc(=O)n(-c3ccc(C)cc3)c(=O)[nH]2)CC1	-2.0	-0.3	-2.6	1.1	-0.2	4.2	1.8	1.3	8.1
CSc1ccc(S(=O)(=O)NCCSc2ccccn2)cc1	1.0	0.6	2.7	13.3	i	3.2	3.7	0.8	1.7
O=C(NCC(=O)N1CCN(c2ccccc2)CC1)c1cccs1	4.5	1.4	0.1	-0.5	-0.7	2.6	2.2	0.1	0.0
CC1CCCCN1Cc1ccc(-c2nn[nH]n2)cc1 (stereo not drawn)	/	-0.2	/	-7.4	i	4.9	4.4	-2.3	-4.7
COc1cc(CCC(=O)OCC(N)=O)cc(OC)c1OC	/	-1.9	-0.5	3.3	-2.0	-1.6	-1.3	-1.5	3.7
O=C(CSc1nnc(-c2cccc(S(=O)(=O)N3CCOCC3)c2)n1C1CCCCCC1)NCc1ccccc1	1.0	-0.9	/	17.0	i	-0.1	0.2	-2.4	9.4
CN(C)c1ccnc(-n2cccc2/C=N/O)c1C#N	/	0.6	3.7	0.7	i	1.1	2.0	0.0	9.5
CNC(=O)CN1C(=O)c2cccc3cccc1c23	-0.7	-0.1	/	4.5	8.1	1.6	-0.4	-2.9	-4.7
CC(=O)OCC(=O)Nc1ccc(Cl)cc1Cl	-0.6	0.0	/	1.1	i	0.8	2.1	-0.4	3.8
Cc1ccccc1NC(=S)NCCSc1ccc(Cl)cc1	-0.8	13.7	0.9	24.9	i	-3.0	0.1	-5.9	11.0
COc1ccc(C2(O)CCN(C(=O)Cc3cccnc3)CC2)cc1	5.1	1.0	/	6.2	i	6.8	0.2	-0.6	9.3
CCc1nc2ccc(C(=O)NCc3ccccc3OC)cn2c1N(CC)CCOC	-0.7	/	1.1	10.1	i	-1.1	/	-1.9	5.4
O=C(C1CCC(=O)N1C1CCCC1)N1CCC2(CC1)OCCO2 (stereo not drawn)	0.3	-0.2	/	2.6	-0.4	0.6	-0.7	-3.4	-6.2
Cc1ccc(C(=O)N2CCCCCC2)cc1S(=O)(=O)Nc1ccccc1	0.7	-0.4	-0.9	6.2	-0.3	0.9	0.7	-2.3	5.8
CCc1ccc(/C=N/NC(=O)Cc2cccn2C)cc1	/	-0.4	1.7	-3.8	-0.7	0.3	-2.8	2.1	2.4
CCN1CCN(C(=O)c2ccccc2N(Cc2ccccc2)S(=O)(=O)c2ccc(OC)cc2)CC1	-1.7	-2.0	1.4	18.0	-0.3	0.3	3.6	-1.7	-2.5
COc1ccccc1NC(=O)COC(=O)CNC(=O)c1ccc(OC)c(OC)c1	5.6	-0.5	/	-2.9	-0.4	0.2	1.3	-3.4	4.6

Pulled by compound from above:
SMILES	BioA inh	PfHsp40 rescue	TcdB inh	Yp Topo-I inh	Vc quorum ag	FBA Mtb inh	UGM FP inh	FadD28 FP inh	GDH-TPI counter
Cc1ccccc1-c1nnc(SCC(=O)N(C)C2CCS(=O)(=O)C2)n1C (stereo not drawn)	0.1	-0.6	0.8	2.0	-0.2	2.2	3.0	-2.4	4.6
O=C(C1CCC(=O)N1C1CCCC1)N1CCC2(CC1)OCCO2 (stereo not drawn)	0.3	-0.2	/	2.6	-0.4	0.6	-0.7	-3.4	-6.2
N#Cc1ncccc1CCc1cccc(Cl)c1	-0.9	1.1	0.2	0.3	-0.5	3.4	-1.7	-4.2	4.8
C/C=N/NC(=O)CCCC(=O)N/N=C/C	/	-0.7	/	7.2	i	2.0	0.1	-2.0	-5.2
CC(=O)OCC(=O)Nc1ccc(Cl)cc1Cl	-0.6	0.0	/	1.1	i	0.8	2.1	-0.4	3.8
Cc1ccc(C(=O)N2CCCCCC2)cc1S(=O)(=O)Nc1ccccc1	0.7	-0.4	-0.9	6.2	-0.3	0.9	0.7	-2.3	5.8
